# ADAM17 inh: inhibitors of human ADAM17; P78536; recombinant ADAM17, EDANS/DABCYL FRET peptide cleavage; inhibition, % at 6.95 µM; 370,000 tested, 0.83% active;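 active means inhibition above the mean of compounds lying between control limits plus 3 SD, set per campaign, cut at about 8.5% in these data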;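 further: 0% = DMSO-only wells as the low control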
# Target sequence (P78536 215-824 limits assumed): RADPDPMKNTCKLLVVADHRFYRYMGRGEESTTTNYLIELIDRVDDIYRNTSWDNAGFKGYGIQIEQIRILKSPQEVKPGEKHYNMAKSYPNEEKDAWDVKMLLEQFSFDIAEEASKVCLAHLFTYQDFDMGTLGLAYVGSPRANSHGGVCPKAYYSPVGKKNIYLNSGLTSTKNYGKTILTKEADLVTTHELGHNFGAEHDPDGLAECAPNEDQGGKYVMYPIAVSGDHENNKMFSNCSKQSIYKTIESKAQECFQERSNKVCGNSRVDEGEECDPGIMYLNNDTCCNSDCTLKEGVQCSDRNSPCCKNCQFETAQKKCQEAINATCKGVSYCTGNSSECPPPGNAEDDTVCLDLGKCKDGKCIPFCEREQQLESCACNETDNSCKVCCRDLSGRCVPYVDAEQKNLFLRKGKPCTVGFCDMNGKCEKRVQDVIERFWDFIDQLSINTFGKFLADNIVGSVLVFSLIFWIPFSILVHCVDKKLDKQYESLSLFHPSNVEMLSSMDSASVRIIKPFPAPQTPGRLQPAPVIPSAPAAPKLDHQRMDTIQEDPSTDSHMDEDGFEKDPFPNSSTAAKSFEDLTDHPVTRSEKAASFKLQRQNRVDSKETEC
# DAX1 inh-1: inhibitors of human orphan nuclear receptor DAX1 (NR0B1); inhibition, % at 6.75 µM; P51843; 340,000 tested, 0.99% active; AID 504766; HEK293 Gal4-DAX1 luciferase reporter, luminescence;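 active means inhibition above the mean over all tested compounds plus 3 SD, cut at about 4.2% in these data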;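 further: 0% = DAX1-transfected cells with DMSO and 100% = empty-vector control cells with DMSO; inhibition shows as a rise in luminescence from relieved DAX1 repression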
# Target sequence (P51843 207-470 limits assumed): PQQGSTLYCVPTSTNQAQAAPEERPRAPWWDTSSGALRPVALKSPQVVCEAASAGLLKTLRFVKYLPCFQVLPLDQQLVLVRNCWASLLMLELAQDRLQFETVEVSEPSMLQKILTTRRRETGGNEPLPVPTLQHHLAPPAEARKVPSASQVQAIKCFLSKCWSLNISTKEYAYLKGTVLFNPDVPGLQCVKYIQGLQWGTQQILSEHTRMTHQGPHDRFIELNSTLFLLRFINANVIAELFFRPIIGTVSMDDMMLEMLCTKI
# hgDAF-12 ag: hgDAF-12 agonism, primary luciferase screen. HEK293 GAL4-hgDAF12 UAS-luciferase reporter, agonist luminescence; normalized to butyrate control. activation, % at 6.8 µM. 370,000 tested, 1.8% active. AID 687014;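 active means activation above a cutoff set at the mean of all screened compounds plus 3 SD, cut at about 10% in these data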;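 further: 0% = DMSO wells and 100% = sodium butyrate wells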
# ADAM10 inh: inhibitors of human ADAM10; recombinant ADAM10, EDANS/DABCYL FRET peptide cleavage, 3 h; 370,000 tested, 0.62% active; inhibition, % at 7 µM; AID 720582; O14672;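 active means inhibition above a per-campaign cutoff equal to the mean of compounds falling between control-based bounds plus 3 SD, cut at about 20% in these data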;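 further: 0% = DMSO wells while the 100% control is not disclosed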
# hcDAF-12 act: H. contortus DAF-12 activation, primary screen | HEK293 hcDAF-12 lit1-tk-luc reporter, luminescence; 0% DMSO, 100% Δ7-dafachronic acid | activation, % at 6.8 µM | 370,000 tested, 1.4% active;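 active means activation above the mean of all tested compounds plus 3 SD, cut at about 5.5% in these data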;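 further: 100% = response to 3 µM Δ7-dafachronic acid high control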
# HGIII-sPLA2 inh: Blocks human group III sPLA2 activity; Q9NZ20; QFRET BODIPY PC-A2 liposome hydrolysis, fluorescence; inhibition, % at 12.2 µM; 370,000 tested, 0.56% active; AID 743126;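 active means inhibition above mean plus 3 SD of compounds lying within the high and low control bounds, cut at about 19% in these data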;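 further: 0% = median of test compound wells and 100% = no enzyme DMSO wells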
# DAX1 inh-2: DAX1 (NR0B1) inhibition, primary screen; AID 652010; HEK293T StAR-luciferase reporter, SF-1/DAX-1 repression relief; 370,000 tested, 1.1% active; inhibition, % at 6.8 µM;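 active means inhibition above the mean over all tested compounds plus 3 SD, cut at about 3.6% in these data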;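 further: 0% = DAX-1 cells with DMSO and 100% = cells lacking DAX-1 with DMSO; higher inhibition means more luminescence from relief of DAX-1 repression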
# ssDAF12 agonist: activates DAF-12 receptor from parasite S. stercoralis | HEK293 ssDAF-12/GRIP1 lit1-tk-luc reporter, luminescence; % of 3 µM dafachronic acid response | 370,000 tested, 1% active | activation, % at 6.8 µM;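 active means activation above the mean over all tested compounds plus 3 SD, cut at about 0.9% in these data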;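 further: 0% = DMSO-only wells and 100% = 3 µM delta7-dafachronic acid wells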
# PLC-gamma1 inh: PLC-gamma1 (human) inhibition, primary screen. P19174. purified PLC-gamma1, fluorogenic substrate, fluorescence. inhibition, % at 12.2 µM. 370,000 tested, 0.84% active. AID 720700; in the data active means inhibition above about 9.5%
# FXN GAA850 act: frataxin GAA850 promoter activation; HEK293 lucGAA850 FXN promoter luciferase reporter, 24 h; percent of 10 µM SAHA response; activation, % at 6 µM; 360,000 tested, 0.56% active;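 active means activation above the average of all compounds screened plus 3 SD, cutoff fixed separately per campaign, cut at about 7.5% in these data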;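 further: 0% = DMSO wells and 100% = 10 µM SAHA wells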
# PLC-beta3 inh: blocks human PLC-beta3 enzyme activity. inhibition, % at 12.2 µM. Purified PLC-beta3, fluorogenic substrate, fluorescence. 370,000 tested, 0.18% active. Q01970; in the data active means inhibition above about 11%;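 further: 0% = median of compound wells on plate and 100% = full blocker control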
# Numbers without * were called inactive; i = inactive; x = no result given.
SMILES,ADAM17 inh,DAX1 inh-1,hgDAF-12 ag,ADAM10 inh,hcDAF-12 act,HGIII-sPLA2 inh,DAX1 inh-2,ssDAF12 agonist,PLC-gamma1 inh,FXN GAA850 act,PLC-beta3 inh
O=C(O)/C=C\C(=O)Nc1ccccc1C#Cc1ccc(Br)cc1,-78.8,3.3,21.6*,-227.7,16.4*,5.1,3.8*,2.1*,-51.0,3.2,-70.5
COCCCNC(=S)Nc1cccc(SC)c1,-2.5,1.7,-1.6,-11.6,0.8,2.4,-0.1,-0.8,0.0,1.5,-1.9
Brc1cccc(-c2cnc3n2CCCCC3)c1,4.5,-1.3,-4.7,-10.4,-3.4,11.6,-2.4,-1.6,4.4,-1.2,-1.8
Cc1ccc(N2CC(C(=O)Nc3ccc4c(c3)OCCO4)CC2=O)cc1C (configuration not stated),-3.0,0.4,-3.0,6.2,2.2,0.8,-0.6,-0.9,-1.9,-4.9,-12.0
CCOc1ccccc1NC(=O)C(Sc1nnc2ccccn12)c1ccccc1 (configuration not stated),2.5,0.1,-6.3,-10.3,-0.7,3.6,-0.6,-1.3,0.4,0.8,-0.7
COc1ccc(Cl)cc1NC(=O)NN1CCN(C)CC1,-2.8,0.1,0.9,-2.6,0.0,5.8,-0.2,-0.3,0.1,0.5,-3.5
CC(C)CNC(=O)C(=O)NCC1CCCN1S(=O)(=O)c1cccs1 (configuration not stated),-6.0,-0.6,-1.3,-2.1,-0.9,4.6,0.4,-1.4,1.6,1.2,-7.9
Cc1cc(C)cc(NCCC#N)c1,-0.1,0.1,-0.9,4.0,-2.5,13.2,0.0,-1.5,3.7,2.2,3.4
COc1ccc(S(=O)(=O)N2CCN(c3ccccn3)CC2)cc1OC,-3.8,0.8,1.0,-4.8,0.9,0.5,-0.5,-0.2,-0.7,2.9,2.6
CCC/C(O)=N\S(=O)(=O)c1ccc(N=NN(C)C)cc1,-2.7,0.1,0.3,-3.5,-2.1,-2.8,-0.2,-0.7,0.4,0.1,-0.1
CC/C(C)=N\Nc1nc(-c2cc3cc(OC)ccc3oc2=O)cs1,-26.9,1.9,6.2,-50.2,2.8,-4.5,-0.3,-1.8,-55.4,3.5,-87.0
C/C(CS(=O)(=O)c1ccc(Cl)cc1)=N/NC(N)=S,1.6,-0.3,-2.5,0.0,-0.1,8.1,-0.8,-1.0,0.8,-1.5,4.5
Cc1sc(NC(=O)C2C3C=CC(C3)C2C(=O)O)c(C(N)=O)c1-c1ccc(C(C)C)cc1 (configuration not stated),2.4,-0.3,3.3,9.4,-0.8,-9.2,1.5,-0.4,-1.6,2.5,-1.5
CC1CCCCN1C(=O)/C=C/c1ccccc1[N+](=O)[O-] (configuration not stated),-1.8,0.8,4.8,-5.1,4.6,1.6,-0.3,-1.2,0.6,1.4,0.9
COc1cc(Oc2ccccc2)nc(N)n1,-3.8,1.4,1.6,-3.0,-1.8,1.3,-0.1,-1.5,1.2,1.8,-6.1
COc1ccc(-n2c(SCC(=O)Nc3nccs3)nc3c(c2=O)SC(C)C3)cc1 (configuration not stated),-0.1,-0.1,-2.2,-3.4,1.0,11.5,-0.7,-1.0,1.4,-1.9,-0.6
O=[N+]([O-])c1cc(F)cc(F)c1Nc1ccc(F)cc1,-2.0,0.4,-3.9,-10.2,-1.4,14.9,0.6,-0.9,0.6,-0.7,-2.3
Cn1c(=O)n(C)c2cc(S(=O)(=O)NCC(=O)O)ccc21,3.0,0.2,-2.2,4.0,-0.9,0.6,0.8,-1.0,4.0,1.6,2.9
Cc1nn(Cc2cccc(C(=O)Nn3cc([N+](=O)[O-])cn3)c2)c(C)c1[N+](=O)[O-],-1.1,-0.4,-0.8,0.1,-0.5,-6.0,-0.4,-1.0,-0.7,-0.6,0.2
CS(=O)(=O)c1ccccc1-c1nc(-c2ccc(C(F)(F)F)cc2)no1,8.7*,-1.0,0.9,18.1,-2.5,-5.2,-0.8,-1.5,6.5,1.7,5.8
COc1ccc2ccc(=O)oc2c1CC=C(C)C,-7.6,2.5,-1.6,-26.0,-1.9,5.7,0.1,-1.5,-6.9,1.6,-5.2
CCCOc1ccc(Br)cc1/C=N/NC(=O)c1cc(OC)c(OC)c(OC)c1,-3.3,0.1,-2.5,3.7,-2.1,15.3,-0.4,-1.6,4.1,0.1,-0.3
O=C1C2C3C=CC(C3)C2C(=O)N1/N=C/c1cn(Cc2ccc(F)cc2)c2ccccc12 (configuration not stated),2.6,0.3,-2.5,4.2,-2.7,-9.0,-1.6,-1.2,0.8,0.8,0.5
Cc1cc(C)n(C(=O)CNC(=O)c2ccccc2Br)n1,-5.8,0.3,1.8,-1.9,-2.4,2.8,0.2,-0.6,1.7,2.3,-6.0
COCCCNC(=O)c1ccc2c(c1)OCO2,-5.3,0.4,1.2,-6.3,0.0,3.8,0.3,-1.0,-2.2,-0.3,-0.5
# Next section
SMILES,ADAM17 inh,DAX1 inh-1,hgDAF-12 ag,ADAM10 inh,hcDAF-12 act,HGIII-sPLA2 inh,DAX1 inh-2,ssDAF12 agonist,PLC-gamma1 inh,FXN GAA850 act,PLC-beta3 inh
CSc1nnc(-c2cccs2)n1-c1ccccc1,-5.8,0.7,-2.6,-3.3,-0.9,5.1,-0.3,-1.4,0.7,0.3,-7.9
O=C(NN=Cc1cc(Cl)ccc1[N+](=O)[O-])c1ccco1,-2.4,0.9,2.3,-1.9,0.5,-3.7,-0.6,0.0,0.4,-0.1,1.0
O=C(O)c1cccc(CSc2nc(-c3ccc(Cl)cc3)cc(C(F)(F)F)n2)c1,-1.2,0.3,-0.1,11.5,0.4,-9.7,0.0,-1.5,-0.6,-2.2,-1.5
Cc1ccccc1CN1CCNC1=O,0.1,0.0,-0.2,-2.0,-0.2,2.1,0.0,-1.6,-0.5,-0.6,1.9
O=c1c2ccccc2ncn1-c1ccc([N+](=O)[O-])cc1Cl,-2.1,5.0*,-1.7,-9.3,-2.5,10.2,-0.4,-1.4,-0.3,2.3,-4.9
O=C(CSc1ncnc2sc3c(c12)CCCC3)Nc1ccc(Oc2ccccc2)cc1,0.8,x,0.9,0.3,0.5,4.6,-0.5,-1.4,7.6,x,4.3
O=C(O)c1ccccc1C(=O)Nc1ccccn1,-2.3,-0.2,0.5,0.0,-1.0,2.5,-0.4,-1.5,1.7,0.4,2.1
CCCc1nc2c(C)cc(C)cc2c(N)c1CC,-30.4,1.2,1.7,-105.6,3.9,-4.2,0.1,-0.4,-10.3,-1.1,-15.7
Cn1c(=O)c2c(nc3n2CC(O)CN3c2ccc(O)cc2)n(C)c1=O (configuration not stated),-3.6,1.4,1.7,-5.8,-0.4,9.7,0.2,-0.9,-5.0,0.1,-11.3
C=C(C)C1CC=C(C)/C(=N/Nc2ccccc2[N+](=O)[O-])C1 (configuration not stated),1.6,-0.4,1.7,2.0,3.4,0.5,0.2,-0.8,1.7,0.5,-1.6
COc1ccc(NC(=O)N2CCN(C(=O)c3ccco3)CC2)c(OC)c1,-1.2,-0.2,-2.7,6.8,-0.2,0.0,-0.2,-0.4,1.5,0.9,-9.6
COCCn1c(SCC(=O)Nc2ccc(NC(C)=O)cc2)nc2ccccc2c1=O,1.9,0.4,1.9,0.0,2.5,-5.2,-0.9,-0.9,0.1,-2.8,-0.2
Cc1cc(NS(=O)(=O)c2ccc(NC(=O)/C=C/c3cccc(Cl)c3)cc2)no1,3.1,0.1,-0.6,8.0,-1.2,-6.7,2.6,-0.4,2.5,1.2,-0.7
NC1(C#Cc2ccc3c(=O)c4ccccc4sc3c2)CCCCC1,-28.1,0.7,-1.5,-102.0,-0.8,2.7,0.9,-1.7,-81.5,-4.1,-111.5
Cc1c(-n2c(SCC(=O)NC(C)C)nc3ccccc3c2=O)c(=O)n(-c2ccccc2)n1C,-8.2,-0.5,-0.5,-3.8,-0.6,9.0,-0.7,-1.1,1.0,-1.3,-10.4
Cc1ccc(C(=O)NC(=S)Nc2ccc(CN3CCOCC3)cc2)cc1,0.5,-0.3,2.9,-6.9,-2.0,7.9,-2.0,-0.4,10.3*,1.5,-1.6
Cc1cc(-c2n[nH]c(=S)n2-c2ccc(C)c(C)c2)no1,-3.2,-1.2,-2.6,-8.3,0.3,20.5*,-0.4,-1.1,-2.0,-1.7,2.1
CC(=O)N1CCN(c2ccc(NC(=O)c3ccc(Cl)c(Cl)c3)cc2)CC1,-7.9,-0.5,-1.8,-1.1,-2.4,17.4,-0.9,-1.5,-7.5,1.1,-16.6
CCCCNS(=O)(=O)c1cccc(NC(=O)[C@@H]2O[C@H](CO)[C@@H](O)[C@H]2O)c1,-1.2,x,-0.2,-7.9,-1.1,6.2,1.0,-1.1,0.6,-1.6,2.6
O=C(CSc1nc2ccccc2c(=O)[nH]1)N1CCN(c2ccccc2)CC1,-4.0,0.2,-1.5,-8.8,-1.0,-3.3,0.9,-1.0,1.5,-0.1,-0.7
CCOC(=O)C1CCN(Cc2ccc(O)c3ncccc23)CC1,-0.9,-0.8,-1.8,2.2,-2.0,0.6,0.2,-1.3,1.8,4.5,-2.5
CNc1cncc(-c2ccc(OC)cc2)n1,i,x,8.0,i,1.5,-2.1,1.8,0.9,-455.4,2.6,i
CC1=NN(C(=O)COc2ccccc2)C(O)(c2ccccc2)C1 (configuration not stated),-0.9,0.5,1.6,2.1,1.4,-3.8,0.2,-0.7,3.0,2.4,5.9

# Record cards, as listed above:
# Listed for Brc1cccc(-c2cnc3n2CCCCC3)c1 → ADAM17 inh = 4.5; DAX1 inh-1 = -1.3; hgDAF-12 ag = -4.7; ADAM10 inh = -10.4; hcDAF-12 act = -3.4; HGIII-sPLA2 inh = 11.6; DAX1 inh-2 = -2.4; ssDAF12 agonist = -1.6; PLC-gamma1 inh = 4.4; FXN GAA850 act = -1.2; PLC-beta3 inh = -1.8
# Listed for Cc1cc(C)cc(NCCC#N)c1 → ADAM17 inh = -0.1; DAX1 inh-1 = 0.1; hgDAF-12 ag = -0.9; ADAM10 inh = 4.0; hcDAF-12 act = -2.5; HGIII-sPLA2 inh = 13.2; DAX1 inh-2 = 0.0; ssDAF12 agonist = -1.5; PLC-gamma1 inh = 3.7; FXN GAA850 act = 2.2; PLC-beta3 inh = 3.4
